GLP1R cytotox: qHTS of GLP-1 Receptor Inverse Agonists: Cytotox Screen. hit rate 0.13% among 410,000. HEK293 cAMP-luciferase reporter cells, luminescence, 24 h. Potency, µM (series often up to 38.3 µM), for inactives: top-dose activity change, negative = inhibition, actives largely listed as inhibitors;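 note: loss of luciferase light is scored as toxicity; potency is the fitted concentration of half-maximal effect; % is set by controls: 0 for no effect and ±100 for the full control effect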
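Compound-treated cells are incubated 24 hr at 37 deg C under 5% CO2 after a 12 hour attachment period, then luciferase detection reagent is added and luminescence is measured following 12 min at room temperature; lowered signal indicates toxicity.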
KB-V1 cytotox: qHTS assay for MDR1-selective chemotherapeutics: Primary screen using the drug-selected MDR subline cells KB-V1; AID 1347076, 2019; Potency, µM (highest dose often 46.1 µM), for inactives: top-dose activity change, negative = cytotoxicity, most hits filed as cytotoxic; KB-V1 MDR cells viability, CellTiter-Glo, 72 h; hit rate 3.4% among 400,000; note: potency is the fitted concentration of half-maximal effect; % is set by controls: 0 for no effect and ±100 for the full control effect; nearly all actives have a fitted effect of over 60% in size
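qHTS viability screen in drug-selected KB-V1 MDR cells: 72 h compound treatment at 37 degrees C, ATP luminescence end point.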
MCF10A rereplic: A quantitative high throughput screen for small molecules that induce DNA re-replication in MCF 10a normal breast cells. MCF 10A DNA re-replication, Hoechst nuclear intensity, 48 h. Potency, µM (doses to about 46.1 µM), for inactives: at the highest dose activity, positive = re-replication, most hits filed as activators. hit rate 2.9% among 350,000; note: potency is the fitted concentration of half-maximal effect; % of control where 0% means no effect; nearly all actives have a fitted effect of over 50% in size
HT1080 IDH1KD tx: qHTS for induction of synthetic lethality in tumor cells producing 2HG: qHTS for the HT-1080-IDH1KD cell line; HT-1080 IDH1 knockdown viability, ATP luminescence, 48 h; Potency, µM (highest dose often 46.1 µM), without a hit: top-dose activity, negative = toxicity, usual class: cytotoxic; hit rate 2% among 360,000;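 note: potency is the fitted concentration of half-maximal effect; 0% = DMSO wells and -100% = cell-free medium wells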
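Assay cells: HT-1080 with IDH1 knockdown, 750 per well, RPMI/5% FBS. Exposure: 48 h at 37 °C following 2 h pre-incubation. Read: CellTiter-Glo luminescence; fitted concentration-response, curve class assigned.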
HT1080NT lethal: qHTS for induction of synthetic lethality in tumor cells producing 2HG: qHTS for the HT-1080-NT fibrosarcoma cell line | HT-1080-NT fibrosarcoma viability, CellTiter-Glo ATP luminescence, 48 h | Potency, µM (highest dose often 46.1 µM), for inactives: top-dose activity, negative = less viability, hits mostly cytotoxic | hit rate 1.6% among 360,000;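 note: NT is the 2HG producing partner of a matched IDH1 knockdown line; potency is the fitted concentration of half-maximal effect; 0% = DMSO-treated cells and -100% = media-only wells without cells; nearly all actives have a fitted effect of over 55% in size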
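Luminescent CellTiter-Glo readout after 48 hours of compound exposure at 37 degrees C defined viability of HT-1080-NT cells. Activity was normalized to DMSO wells and cell-free media wells; concentration-response curves were fitted and assigned curve classes.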
KB-3-1 tox: qHTS assay for MDR1-selective chemotherapeutics: Primary screen using the parental adenocarcinoma cell KB-3-1. KB-3-1 viability, CellTiter-Glo ATP luminescence, 72 h. Potency, µM (top dose mostly 46.1 µM), for inactives: at the highest dose activity change, negative = cytotoxic, most hits filed as cytotoxic. hit rate 1.4% among 400,000; note: potency is the fitted concentration of half-maximal effect; % is set by controls: 0 for no effect and ±100 for the full control effect; nearly all actives have a fitted effect of over 60% in size
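Parental KB-3-1 adenocarcinoma cells in phenol-red-free DMEM with 10% FBS were pin-treated with compounds at several concentrations, incubated 72 h at 37 °C, and viability read by CellTiter-Glo luminescence; concentration-effect curves were fitted after normalization.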
IL1B secr inh: qHTS for Inhibitors of Inflammasome Signaling: IL-1-beta AlphaLISA Primary Screen. THP-1 LPS/ATP IL-1B secretion, AlphaLISA, 16 h; hits give low values. AID 743279, 2014. hit rate 4.7% among 360,000. activity change, % at 57.5 µM; in the data active = activity change below about -50%; inconclusive = mostly about -30% to -49%; note: % is set by controls: 0 for no effect and ±100 for the full control effect
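Secreted IL-1B measured by AlphaLISA bead assay after 16 h compound exposure of THP-1 cells; compounds (final up to 57.5 uM) added 1 h before LPS (250 ng/mL) and ATP (1.25 mM) stimulation; lower signal means less secretion.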
D3 ag: qHTS of D3 Dopamine Receptor Agonist: qHTS; D(3) dopamine receptor (Homo sapiens), P35462; D3R DiscoveRx beta-arrestin cells, luminescence, 90 min; max activation, %; hit rate 0.58% among 410,000; AID 652048, 2013; in the data active = max activation above about 30%; note: 0% is about no effect; mostly tested at two doses, the higher about 12 µM
Target sequence (P35462 whole entry, looked up): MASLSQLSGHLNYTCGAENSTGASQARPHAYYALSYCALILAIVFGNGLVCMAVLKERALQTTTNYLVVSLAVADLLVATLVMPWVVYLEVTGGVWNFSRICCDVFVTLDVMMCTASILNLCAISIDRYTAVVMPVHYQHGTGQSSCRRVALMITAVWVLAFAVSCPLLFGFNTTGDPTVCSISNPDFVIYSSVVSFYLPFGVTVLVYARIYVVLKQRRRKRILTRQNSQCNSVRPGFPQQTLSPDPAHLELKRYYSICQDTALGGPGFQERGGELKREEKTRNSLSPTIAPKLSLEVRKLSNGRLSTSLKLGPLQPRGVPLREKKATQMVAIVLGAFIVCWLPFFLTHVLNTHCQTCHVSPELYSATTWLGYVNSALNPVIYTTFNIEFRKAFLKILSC
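Cells at 1500/well, incubated overnight, then treated with pinned compounds (dopamine as control) for 90 min at 37 degrees C. DiscoveRx reagent added for 30 - 60 minutes at room temperature; luminescence read.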
SW480 rereplic: A quantitative high throughput screen for small molecules that induce DNA re-replication in SW480 colon adenocarcinoma cells; SW480 DNA re-replication, Hoechst DNA content imaging, 48 h; Potency, µM (series often up to 46.1 µM), for the others: at the highest dose re-replication activation, usual class: activators; hit rate 1.8% among 340,000; note: potency is the fitted concentration of half-maximal effect; % of control where 0% means no effect; nearly all actives have a fitted effect of over 55% in size
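Quantitative HTS format with DMSO vehicle controls; 48 hr drug incubation at 37 C, then 40 min Hoechst staining and scanning imager measurement at 405 nm excitation.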
An asterisk follows results filed as active; ? = inconclusive; · = not tested or not shown; [ ] = another dose, or the depositor's remark. Unless noted, calls come from the whole dose curve; as a rule, active = well fitted curve in the direction sought with a large enough effect; inconclusive = small, poorly fitted or top-dose-only effect, or another doubt; inactive = no such curve, though single readings can be large; an effect the other way counts as inactive or inconclusive.

Value order – GLP1R cytotox, KB-V1 cytotox, MCF10A rereplic, HT1080 IDH1KD tx, HT1080NT lethal, KB-3-1 tox, IL1B secr inh, D3 ag, SW480 rereplic
CCOc1ccccc1NC(=O)c1ccc(Cl)c(NC(=O)CC(c2ccccc2)c2ccccc2)c1
  2.0%, ?, 0.1%, -16.1%, -15.8%, -5.1%, 9.9, -11.4, ?
COc1ccc(CC(=O)OCC(=O)NCCNC(=O)COC(=O)Cc2ccc(OC)cc2)cc1
  -2.1%, 8.8%, -6.1%, 11.0%, 9.8%, 15.0%, 13.1, 8.3, -720.0%[inhibitor]
CCCCC1SC(N)=NC1=O (stereo not given)
  3.0%, 11.2%, -0.3%, 14.0%, 8.2%, -0.4%, -10.7, 10.4, 3.6%
CCN(CC)Cc1cc2ccccc2c2c1COC2
  -11.8%, ?, 14.4%, -18.4%, -15.7%, -6.7%, 16.3, -5.9, 6.3%
NC(=S)Nc1cnc2ccccc2c1
  -8.5%, 15.4%, -1.6%, 8.0%, 10.7%, 1.7%, 14.2, -1.3, -3.0%[9.22 µM]
CCN(CC)CCNC(=O)c1nn(C)c2c1CS(=O)(=O)c1ccccc1-2
  5.3%, 0.0%, ·, ·, ·, 6.6%, ·, -15.2, ·
CC1CCN(S(=O)(=O)N2CCC(C(=O)NCCN3CCOCC3)CC2)CC1
  28.9%, -13.5%, 2.7%, 16.3%, 4.9%, 18.7%, 22.8, 1.7, 3.9%
O=C(NC1CCCCC1)C1CC(=O)N(CCc2ccccc2)C1 (stereo not given)
  3.3%, ?, 5.3%, 4.5%, 15.3%, 19.2%, 11.6, 6.6, -8.5%
Cc1[nH]n(CCC#N)c(=O)c1CC(=O)N1CCN(c2ccccc2)CC1
  3.5%, 16.5%, -2.4%, 11.6%, 16.1%, 1.2%, 1.1, -4.6, -3.2%[9.22 µM]
CCOC(=O)c1cccc(NC(=O)CCc2nc(-c3ccccc3F)no2)c1
  -5.2%, -7.9%, 10.4%, -1.9%, -20.3%, -2.5%, 7.4, -0.5, 0.6%
CC1CCc2nc3ccc(S(=O)(=O)N4CCC(C(=O)NC5CCCC5)CC4)cc3c(C(=O)O)c2C1 (stereo not given)
  -10.0%, 18.3%, 9.7%, 0.0%, 2.9%, 1.9%, -4.5, 13.7, 4.7%
CCCCN(C)/C=N/c1c(C#N)cnn1-c1ccc(C)cc1
  -8.2%, 5.8µM*, ?, 1.5%, -0.8%, ?, -15.5, -1.1, 3.7%
C=CCNc1nc(C(=O)OCC(=O)c2ccc(OC)cc2OC)cs1
  4.0%, -24.9%, 3.2%, 2.9%, 8.6%, -4.1%, -9.5, 3.8, -12.7%
CC1CC(=O)Nc2ccccc2N1S(=O)(=O)c1cccc(F)c1 (stereo not given)
  1.3%, -12.2%, 0.4%, -6.6%, -4.0%, -1.7%, 14.1, 3.8, 0.7%
COc1ccc(-c2cc(C(=O)NCCc3ccccc3)no2)cc1OC
  -3.5%, ?, 25.4%, 7.7%, -3.3%, -16.0%, -1.1, 9.7, -3.9%
COc1ccccc1/C=C/C(=O)OCCN1C(=O)c2ccccc2C1=O
  2.7%, -13.2%, 3.1%, 19.8%, 5.6%, 2.4%, -14.9, 0.1, -6.5%
CCCCn1nnnc1C1(C)CCC(=O)N1CC1CCCCC1 (stereo not given)
  3.4%, 3.8%, ·, 1.5%, 10.6%, 9.5%, 34.2, 5.7, ·
Cc1ccc(C(=O)Nc2cc(Cl)ccc2-n2cncn2)o1
  -2.3%, -3.7%, -5.5%, -9.2%, -7.3%, -3.5%, -3.4, 5.6, -77.4%[inhibitor]
CC(C)(C)c1ccc(C(=O)NCC(c2cccs2)S(=O)(=O)c2cccs2)cc1 (stereo not given)
  -14.0%, -3.3%, ·, ·, ·, -13.5%, ·, 3.4, ·
CCOC(=O)C1CCN(C(=O)Nc2c(-c3ccccc3)noc2C)CC1
  2.0%, -10.6%, -4.9%, -2.2%, -0.4%, 1.0%, 15.0, -10.5, -10.3%
COC(=O)c1sc(N/N=C/c2ccc(C(C)C)cc2)nc1C
  -3.8%, -4.0%, 14.6µM*, -8.1%, -7.0%, -11.6%, -64.0*, 10.7, ?
Cc1cccc(NC(=O)Cn2c(O)c(N=NC(N)=S)c3ccccc32)c1
  ?, -20.8%, -0.3%, ?, ?, -22.4%, -26.0, -1.0, 23.6%
CCOc1ccc(CCNC(=O)C(C)n2nc(C)c3c(C)n(-c4ccccc4)nc3c2=O)cc1 (stereo not given)
  -4.9%, -16.8%, 7.6%, ?, 2.8%, -11.3%, 0.5, 1.6, -1.7%
Cc1nc(=S)c2ccccc2[nH]1
  -15.4%, -3.6%, -1.3%, -2.9%, -11.4%, 8.4%, 27.5, 4.4, -6.0%
CCCc1nc2c(s1)CCc1onc(-c3cccc([N+](=O)[O-])c3)c1-2
  -23.6%, 3.7%, 11.6%, 11.3%, -2.0%, 1.8%, 17.1, 34.4*, -1.7%
O=C(COc1ccc(F)cc1)NCCc1nc2ccccc2[nH]1
  -8.5%, ?, ·, ·, ·, ?, ·, -9.0, ·
COc1ccc(S(=O)(=O)N2CCCCC2)cc1NC(=O)C1CC1(Cl)Cl (stereo not given)
  -4.0%, 1.1%, ·, 3.3%, -3.6%, 1.0%, 4.7, 3.8, ·
O=C1N[C@@H](Cc2ccccc2)COC(=O)[C@H](Cc2ccc(F)cc2)C/C=C\C[C@@H]1CC(=O)N(CCO)Cc1ccccc1
  -28.3%, -23.1%, 17.6%, -20.3%, -13.6%, ?, ?, -25.0, -7.4%
COc1cc(CNC2CCC(C)C2)cc(OC)c1 (stereo not given)
  5.0%, 0.6%, -1.5%, 5.7%, 15.8%, 0.0%, -16.4, -13.5, 2.5%
CCS(=O)(=O)N1CCC(NC(=O)c2cc(OC)cc(OC)c2)CC1
  ?, -13.5%, -14.1%, 7.0%, 10.4%, 23.3%, -11.4, -1.0, 14.3%
Cc1ccc(S(=O)(=O)NC2=NCN(C(C)C)CN2)cc1
  4.2%, -1.7%, 11.3%, -3.9%, -0.7%, 23.4%, 15.2, 0.2, -7.4%
CCCCOc1cccc(NC(=O)CSc2nncn2C)c1
  13.9%[1.53 µM], ?, 12.3%, -3.9%, -2.4%, -1.7%, 17.2, 2.0, -0.7%
CC1(C)Cc2c(cnn2-c2ccc(F)cc2)C(NC(=O)C2CCC2)C1 (stereo not given)
  10.1%, ·, -0.3%, -5.6%, -10.0%, ·, 10.3, -21.1, 7.5%
COc1ccc(C2=NN(C(=O)c3cccs3)C(c3ccccc3O)C2)cc1 (stereo not given)
  -24.6%, 23.2%, 20.6µM*, -26.9%, -28.7%, 4.4%, -59.1*, -0.7, 24.3%
NS(=O)(=O)c1ccc(NC(=O)COC(=O)CCc2ccc(S(=O)(=O)N3CCOCC3)cc2)cc1
  6.7%, -2.5%, -1.2%, -0.8%, 0.0%, 20.5%, -2.5, -11.5, -7.4%
COC(=O)c1cc(OC)c(OCc2cc(C(=O)OC)oc2C)c(OC)c1
  -11.5%, 0.0%, -2.7%, -18.2%, -5.1%, ?, 0.0, 2.8, 2.2%
Cc1nn2c3ccccc3n(CCN3CCCCC3)c2nc1=O
  8.1%, 5.9%, -2.5%, 7.0%, 3.6%, 11.8%, 8.2, -6.3, 13.0%
COc1ccccc1-c1cc(NC(C)=O)c2ncc(-c3cccc(C(F)(F)F)c3)n2c1
  -6.3%, -0.2%, ·, ?, ?, -0.1%, -4.0, -1.6, ·
O=C1N=c2ccccc2=C1c1sc(NS(=O)(=O)Cc2ccccc2)nc1O
  -10.6%, -3.6%, 8.7%, -0.7%, -1.9%, 2.5%, 22.6, -6.1, 2.7%
CC1CN(CN2C(=O)c3ccccc3C2=O)CC(C)O1 (stereo not given)
  10.7%, 29.1%, -0.2%, -9.8%, -3.8%[9.24 µM], 0.2%, 3.9, 12.2, -0.1%
O=C(COC(=O)c1ccc(O)cc1)Nc1ncc(Cl)cc1Cl
  -13.2%, -13.3%, -21.6%, 5.1%, -4.2%, 0.8%, 20.0, -1.2, 1.6%
O=C(/C=C/c1ccc(Cl)cc1Cl)Nc1cccc(S(=O)(=O)NC2=NCCC2)c1
  -4.6%, -1.2%, -24.5%, ?, -9.5%, ?, ?, -1.0, -47.9%[inhibitor]
COC(=O)c1cc(COC(=O)CNC(=O)c2ccc(Br)cc2)oc1C
  2.4%, -2.2%, 9.6%, 14.8%, 21.8%, -0.3%, -4.6, 0.0, -13.2%
NS(=O)(=O)c1ccc(CCNC(=O)CC(c2ccccc2)c2ccccc2)cc1
  16.3%, -10.2%, 2.2%, -6.0%, 6.6%, 3.4%, 11.8, -3.7, -1.7%
Cn1c(=O)c2c(nc(NCCCN3CCOCC3)n2Cc2ccc(Cl)cc2)n(C)c1=O
  -4.8%, 1.6%, -0.4%, -14.1%, 1.9%, -5.9%, -24.7, 0.8, 0.3%
CCc1nnc(SCC(=O)Nc2ccc(N3CCOCC3)cc2)n1C
  0.0%, ?, 23.8%, 2.1%, 2.9%, -2.6%, -1.9, 7.4, -2.6%
Cc1c(CC(=O)NCCCC(=O)O)c(=O)oc2cc3c(cc12)CCC(C)(C)O3
  1.0%, ?, 1.7%, 22.7%, ?, 8.7%, 0.0, 4.5, 3.3%

Screening results (PubChem BioAssay)
